IkB sig inh: suppresses IkB signaling in ABC-DLBCL reporter cells. ABC-DLBCL IkBa-CBG/CBR dual luciferase ratio, 4 h; response scale: scaled: untreated 0%, proteasome inhibitor 100%. Potency, µM (doses to about 57.1 µM), inactives show at the highest dose IkBa stabilization activation. 110,000 compounds, 0.04% hits; active means well fitted curve in the direction sought with a large enough effect in the signal ratio, not every such curve was filed as active; inconclusive means small, poorly fitted or top-dose-only effect, or a change in a side signal; the % refers to the signal ratio;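 further: the direction sought is a rising ratio; 0% = basal untreated cells and 100% = reference inhibitor full response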
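Luminescence ratio of IκBα-fused green versus native red beetle luciferase in OCI-Ly3 cells, 4 h post-doxycycline with compound; red signal alone, scaled from basal (0%) to zero light (-100%), flagged nonspecific or cytotoxic effects.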
p53ts 32C tox: kills p53ts cells at the permissive temperature; H1299-p53A138V at 32C, ATP luminescence viability, 24 h; 130,000 compounds, 0.93% hits; Potency, µM (series often up to 46.1 µM), inactives show at the highest dose activity change, negative = cytotoxicity, actives largely listed as cytotoxic;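 further: 0% = DMSO and -100% = full killing by reference compound; nearly all actives have a fitted effect of over 55% in size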
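H1299-p53 A138V cells (temperature-sensitive p53) exposed 24 h to up to 46 uM compound at 32C, where p53 is wild-type in conformation. Viability read as ATP luminescence and normalised to DMSO and 100 uM tamoxifen. AC50 fitted with the Hill equation.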
Peg3 imprint: inducers of genomic imprint erasure in mouse ES cells; mouse ES Peg3-LacZ reporter, beta-gal luminescence, 40 h; Potency, µM (series often up to 60.7 µM), for inactives: top-dose activity change, positive = activation, actives largely listed as activators; 110,000 compounds, 0.02% hits; AID 1948;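 further: 0% = negative control wells on the plate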
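Each well holds 300 Peg3LacZ-Neo (maternal) female ES cells incubated 40 h at 37C, 5% CO2. LacZ is measured by BetaGlo luminescence, with AC50 and maximum efficacy derived from dose-response curves.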
p53ts 39C tox: kills p53ts cells at the nonpermissive temperature; Potency, µM (series often up to 46.1 µM), for the others: at the highest dose activity change, negative = cell killing, usual class: cytotoxic; H1299-p53A138V viability at 39C, ATP luminescence, 24 h; 130,000 compounds, 1.5% hits; AID 902; further: nearly all actives have a fitted effect of over 55% in size
* hit, by the source's call; ? = inconclusive; · = not tested or not shown; & = joins results of further samples; [ ] = remark or other dose. Unless noted, the call rests on the fitted dose curve; in most records, active means well fitted curve in the direction sought with a large enough effect; inconclusive means small, poorly fitted or top-dose-only effect, or another doubt; inactive means no such curve, though single readings can be large; an effect the other way counts as inactive or inconclusive. Unless noted, on the % scale 0 is the no-effect control and ±100 the full control effect; potency means the concentration at half of the fitted maximal effect.

SMILES | IkB sig inh | p53ts 32C tox | Peg3 imprint | p53ts 39C tox
CCOc1cc2[nH]c(=O)n(CCCCCC(=O)NC(C)CC)c(=O)c2cc1OCC (stereo unspecified) | ? | 17% | -6%[10.9 µM] | -15%
COc1cccc(Cn2c(CNC(=O)C(C)C)nc3cccnc32)c1 | 1.4% | 3% | 8%[10.9 µM] | -15%
CCN(Cc1ccccc1)C(=O)CCc1nc(-c2ccc(C)cc2)no1 | 1.4% | -3% | -17% | -5%
CC(=O)OC1=CN(Cc2ccccc2)S(=O)(=O)c2ccccc21 | 0.2% | 11% | -10%[10.9 µM] | 1%
CCCCCC1=C2CNC(Cc3ccccc3)(C(=O)OC)C=C2C(C)C1=O (stereo unspecified) | · | 9% | -16% | -18%
O=C(Nc1ccc(NC(=O)c2cc3ccccc3o2)cc1)c1ccccc1 | 3.4% | -2% | -13%[10.9 µM] | -2%
Cc1oc2ccc(O)c(CN(C)Cc3ccccc3)c2c1C(=O)Nc1cccc(Cl)c1C | ? | -6% | -8%[10.9 µM] | -21%
CCOC(=O)Cc1csc(SCc2nc3ccccc3c(=O)[nH]2)n1 | -0.4% | -1% | -9% | 12%
CC1CCN(c2nc3ccccc3nc2C(C#N)S(=O)(=O)c2ccccc2)CC1 (stereo unspecified) | · | 5% | · | -2%
CCOc1cc(C#N)c(NC(=O)c2cccnc2)cc1OCC | 1.5% | 3% | -21% | -9%

Ordered by molecular weight (low to high): part of the list above
SMILES | IkB sig inh | p53ts 32C tox | Peg3 imprint | p53ts 39C tox
CCOc1cc(C#N)c(NC(=O)c2cccnc2)cc1OCC | 1.5% | 3% | -21% | -9%
COc1cccc(Cn2c(CNC(=O)C(C)C)nc3cccnc32)c1 | 1.4% | 3% | 8%[10.9 µM] | -15%
CCCCCC1=C2CNC(Cc3ccccc3)(C(=O)OC)C=C2C(C)C1=O (stereo unspecified) | · | 9% | -16% | -18%

Continuation:
SMILES | IkB sig inh | p53ts 32C tox | Peg3 imprint | p53ts 39C tox
Cc1ccc(C)o1 | 0.6% | -14%[1.84 µM] | -1% | 5%
O=C(NC1(C(=O)NC2CCCC2)CCCCC1)c1ccc2c(c1)OCO2 | -0.3% | -1% | ? | -9%
CCOC(=O)C(C)Oc1cccc2c(=O)n(CC(=O)N3CCc4ccccc43)ccc12 (stereo unspecified) | 5.9% | -5% | -12% | 19%
Cc1c(Cl)cccc1NC(=O)CSc1nc(=O)[nH]c2c1CCCC2 | 4.7% | -1% | 8%[10.9 µM] | ?
O=C(c1ccco1)N1CCC2(CCCN(c3ccccn3)C2)CC1 | 0.6%[11.4 µM] | -1% | · | 3%
C=C1C(C(=O)N2CCN(C)CC2)C1C(=O)N1CCN(C)CC1 (stereo unspecified) | -1.9% | 3% | 7% | -14%
O=C(Cn1ccc2cc(S(=O)(=O)N3CCCCCC3)ccc21)NCc1ccccc1Cl | 1.5% | -4% | -13%[10.9 µM] | -5%
O=S(=O)(NC1CCCC1)c1ccc(S(=O)(=O)NC2CCCC2)cc1 | 2.7% | 3% | · | 8%
CC(=O)NCCCc1c[nH]c2ccc(Cl)cc12 | -1.2% | 2% | -2% | -8%
Cc1ccc(C(=O)Nc2ccc(Cl)cn2)cc1S(=O)(=O)N1CCOCC1 | -1.9% | -9% | -12% | -10%
Cn1cnc2c(=O)oc3ccc(S(=O)(=O)N4CCN(c5ccccc5F)CC4)cc3c21 | -1.1% | -6% | 2%[10.9 µM] | -17%
CCOC(=O)c1ccc(NC(=O)c2nc(SCc3ccc(F)cc3)ncc2Cl)cc1 | -1.6% | -4% | -10%[10.9 µM] | -9%
CCCCOC(=O)C1=C(C)NC2=C(C(=O)CCC2)C1c1cc(OC)ccc1OC (stereo unspecified) | 1.2% | 7% | -16% | 7%
CN(C(=O)CSc1nc2ccccc2n1CC(=O)N(C)C1CCCCC1)c1ccc(F)cc1 | 1.9% | 5% | -14%[10.9 µM] | -12%
O=C(Cn1cnc2c(cnn2-c2ccccc2)c1=O)N1CCN(c2ccc(F)cc2)CC1 | 1.3% | 1% | -3% | 1%
CCc1nnc(NC(=O)COC(=O)CN2C(=O)c3ccccc3C2=O)s1 | -1.5% | -5% | 3% | -6%
CC1CCc2nn(CC(=O)NCCCN3CCCCC3)cc2C1 (stereo unspecified) | -0.9% | 2% | -28% | -1%
CCN(c1ccccc1)S(=O)(=O)c1cc(NC(=O)Nc2ccccc2C#N)ccc1Cl | · | 21% | · | 6%
COc1ccc(-n2ccnc(NCc3ccccc3Cl)c2=O)cc1OC | 0.4% | 4% | -4%[10.9 µM] | -5%
Cc1ccc(-c2cc(C(=O)Oc3ccccc3)c3cccc(C)c3n2)cc1 | 2.8% | -4% | -9%[10.9 µM] | 7%
Cc1cccc(C)c1NC(=O)CSc1nnc([C@@H]2CCCN2C(=O)OC(C)(C)C)o1 | -0.7% | -3% | 2% | 2%
CC1(C)CC(=NO)CC(C)(C)N1 | -1.1% | 11% | -11% | 15%
FC(F)(F)c1ccccc1-c1cncnc1Nc1ccccc1 | 1.2%[11.4 µM] | 9% | -26% | 4%
Cc1ccc(CNC(=O)Nc2cc(C(=O)NCc3ccc(C(C)C)cc3)ccc2N2CCCC2)cc1 | ? | 9% | -9%[10.9 µM] | -14%
CC(C)NC(=O)C1CCN(c2nc3ccccc3nc2C(F)(F)F)CC1 | 0.6% | 9% | -8%[10.9 µM] | -11%
CCOC(=O)c1ccc(NC(=O)CCCc2nc(-c3ccccc3Cl)no2)cc1 | ? | 3% | 16%[10.9 µM] | -14%
CCOC(=O)CN1C(=N)N(c2nc(NC(C)C)nc(NC(C)C)n2)CC1=O | · | -9% | · | -6%
CCCN1CC=C2C(C#N)=C(N)C(C#N)(C#N)C(c3cccc(OC)c3OC)C2C1 (stereo unspecified) | 2.0% | -1% | -17% | -8%
CC(C)COC(=O)N1CC(O)CC1C(=O)O (stereo unspecified) | -2.1% | 2% | 7% | 3%
N=c1c(S(=O)(=O)c2ccccc2)cc2c(=O)n3ccccc3nc2n1CCN1CCOCC1 | 0.2% | 11% | -6% | 9%
O=S(=O)(NCc1cccnc1)c1ccc(Cl)c(Cl)c1 | · | -4% | · | 1%
CC(=O)N1C2(C=CC1(C)C(=O)NCCN1CCOCC1)CCCCC2 (stereo unspecified) | · | 14% | -15% | 4%
O=C(CCn1c(=O)sc2ccccc21)NC1=NCCS1 | 0.7% | -3% | -6% | -11%
O=C(Nc1ccc2c(c1)OCO2)[C@@H]1[C@@H]2C(=O)N(C3CCCCC3)C(=O)[C@@H]2C2c3ccccc3C=CN21 (stereo partly specified) | ? | 11% | 1% | 1%
COc1ccc(N2CCN(C(=O)c3cn(C)c4ccc(S(=O)(=O)N5CCOCC5)cc4c3=O)CC2)cc1 | -1.0% | 10% | 14%[10.9 µM] | 4%
CS(=O)(=O)N(CCc1ccccc1)CC(=O)NCc1ccco1 | 2.3% | -3% | -5% | 13%
Cc1ccc(-n2nc(C)c3c(C)cc(=O)n(CC(=O)Nc4ccc(C(C)C)cc4)c32)cc1 | 1.7% | 1% | -6%[10.9 µM] | -7%
O=c1c(CCc2ccccc2)nc2cnc(N3CCNCC3)nc2n1-c1ccccc1 | -1.9%[11.4 µM] | -2% | -25% | -4%
CCn1c(C(=O)N2CCCC(C(=O)NCCc3ccc(C)cc3)C2)cc2sccc21 (stereo unspecified) | ? | ? | -18% | 31%[activator]
COCC(=O)NC1CCN(S(=O)(=O)c2ccc(C(=O)O)cc2)CC1 | 1.8% | -4% | 1% | 9%
COC(=O)c1ccc(COc2ccccc2/C=C(\C#N)C(=O)NC(C)C)cc1 | · | -13% | · | ?
COc1ccc(C(C)N2CC34C=CC(O3)C(C(=O)O)C4C2=O)cc1 (stereo unspecified) | -0.3% | 0% | -5% | -2%
N#Cc1c(NC(NC(=O)c2ccco2)C(=O)c2ccccc2)sc2c1CCCC2 (stereo unspecified) | ? | -9% | -9% | -27%
CCc1ccccc1NC(=O)Cn1nnc(-c2cccs2)n1 | -0.5% | 11% | -3% | 4%
COc1ccc(N2CCN(C(=O)CCNS(=O)(=O)c3ccc4c(c3)CCC(=O)N4)CC2)cc1 | -3.6% | 4% | -11% | 8%
C=CCn1c(SCC(=O)Nc2ccc(C)cc2C)nnc1-c1cccnc1 | -0.4% | 0% | 4% | -4%
Cc1cc(=O)[nH]c2nnc(SCCC(C)C)n12 | -1.5% | 0% | 4%[10.9 µM] | -5%
CCN(CC)C(=O)Sc1cccc2cccnc12 | -0.7% | -1% | 11% | 2%
O=C(NCC1CCCO1)c1ccc(NC(=O)C2CCCCC2C(=O)O)cc1 (stereo unspecified) | 0.0% | -1% | 2% | 18%
CC1CCN(CC(O)COC2CCC(C(C)(C)C)CC2)CC1 (stereo unspecified) | 0.0% | -19% | -19% | -30%
Following part:
SMILES | IkB sig inh | p53ts 32C tox | Peg3 imprint | p53ts 39C tox
CN(C)c1ccc(C(=C2C=CC(=[N+](C)C)C=C2)c2ccc(N(C)C)cc2)cc1 | ? | ? | -47%&-28%[inhibitor] | ?
Cc1[nH]c(C(=O)N2CCCCC2)c(C)c1C(=O)NC1CCCCC1 | · | -5% | · | 7%
COc1ccc(CCNc2nc(-c3sc(N)nc3C)cs2)cc1OC | ? | -1% | -20% | 3%
O=C(CN(CCc1ccccc1)C(=O)CNS(=O)(=O)c1ccc(F)cc1)NCc1ccco1 | 9.1% | 1% | -13% | 2%
CCCN(C(=O)c1c(C)oc2ncn(CC(C)C)c(=O)c12)c1ccccc1C | ? | 8% | 5%[10.9 µM] | 11%
N#CCCN1CCN(C(=S)c2ccc(-c3cc(Cl)ccc3Cl)o2)CC1 | 7.2% | -10% | · | 7%
CCN(CC)CCCn1c(-c2ccccc2)nc2c(N3CCOCC3)nc(C)nc21 | · | -8% | -8% | -2%
COC(=O)c1cc(OC)c(OC)cc1N=CC1=C(O)CC(C)(C)CC1=O | -0.9% | 5% | -10% | 2%
Cc1ccc(CNC(=O)c2nnn(CC(=O)Nc3cc(C)ccc3C)c2N)cc1 | -1.3% | -15% | 11%[10.9 µM] | 5%
CC1=C(C(=O)Nc2ccccc2)C(c2ccc(C(=O)O)cc2)n2ncnc2N1 (stereo unspecified) | 0.8% | -3% | 9%[10.9 µM] | -1%
COC(=O)[C@@]1(Cc2ccccc2)[C@H]2c3cc(C(=O)N4CCCC4)n(CCO)c3C[C@H]2CN1C(=O)c1ccccc1 | · | 2% | -17% | -1%
COCC(=O)N1CCC(n2nnc3cc(F)ccc32)CC1 | 0.1% | 9% | 7% | -6%
CS(=O)(=O)NCc1ccc(C(=O)NC2CCCCC2)cc1 | 2.6% | -6% | -6% | 6%
CCC(C(=O)O)n1nnc(-c2ccc(-c3ccc(OC)cc3)cc2)n1 (stereo unspecified) | 0.5% | -11% | -10% | -15%
Cc1cc(C)cc(NC(=O)c2cnc3sc(N4CCCC4)nn3c2=O)c1 | -3.5% | -1% | -9%[10.9 µM] | 2%
COc1ccc(CCNC(=O)c2cc3c(s2)-c2ccccc2OC3)cc1OC | ? | 3% | -6%[10.9 µM] | -3%
CCOC(=O)C1CCN(C(=O)Cn2nc(C)n3c(cc4sccc43)c2=O)CC1 | ? | 5% | -7%[10.9 µM] | -11%
O=C(CSc1nnc2scc(-c3ccc(Cl)cc3)n12)Nc1ccc(F)cc1 | ? | -10% | 7%[10.9 µM] | -9%
Clc1ncn(C23CC4CC(CC(C4)C2)C3)n1 | -1.0% | 1% | -10% | 10%
COc1ccc(OC)c(C2C(C(=O)c3cccs3)=C(O)C(=O)N2c2cc(C)on2)c1 (stereo unspecified) | -1.3% | -2% | 2% | 6%

No new results follow: an excerpt of the list.
SMILES | IkB sig inh | p53ts 32C tox | Peg3 imprint | p53ts 39C tox
Cc1cc(C)cc(NC(=O)c2cnc3sc(N4CCCC4)nn3c2=O)c1 | -3.5% | -1% | -9%[10.9 µM] | 2%
COc1ccc(CCNC(=O)c2cc3c(s2)-c2ccccc2OC3)cc1OC | ? | 3% | -6%[10.9 µM] | -3%
CCOC(=O)C1CCN(C(=O)Cn2nc(C)n3c(cc4sccc43)c2=O)CC1 | ? | 5% | -7%[10.9 µM] | -11%
O=C(CSc1nnc2scc(-c3ccc(Cl)cc3)n12)Nc1ccc(F)cc1 | ? | -10% | 7%[10.9 µM] | -9%
Clc1ncn(C23CC4CC(CC(C4)C2)C3)n1 | -1.0% | 1% | -10% | 10%
COc1ccc(OC)c(C2C(C(=O)c3cccs3)=C(O)C(=O)N2c2cc(C)on2)c1 (stereo unspecified) | -1.3% | -2% | 2% | 6%

Bioassay records from PubChem BioAssay.
